Source: PubChem
SRC3 TRFRET art: flags TR-FRET format artefacts in PPARgamma SRC-3 recruitment agonist screen. 99,000 tested, 0.39% active. AID 1048. TR-FRET artefact counter-screen, PPARgamma/SRC-3 format; active compounds read high. TR-FRET ratio at 8 µM; in the data active means TR-FRET ratio above about 2000; further: inactives centre near 1600; reference of the scale not given here
SRC1 TRFRET art: counter-screen for PPARgamma SRC-1 recruitment agonists: TR-FRET artefact; TR-FRET ratio at 8 µM; 99,000 tested, 0.34% active; TR-FRET detection artefact counter-screen, emission ratio; active compounds read high; in the data active means TR-FRET ratio above about 2300; further: inactives centre near 1800; reference of the scale not given here
* hit, by the source's call.

SMILES	SRC3 TRFRET art	SRC1 TRFRET art
CC12CCC(C/C1=N/OC(=O)c1cccc([N+](=O)[O-])c1)C2(C)C (stereo unspecified)	1660	2014
CCN(CC)S(=O)(=O)c1cccc(NC(=O)c2cc(=O)[nH]c3ccccc23)c1	1723	1901
O=C(NCc1ccccc1Cl)c1cccc(C(F)(F)F)c1	1670	1783
Cc1ccc(C(C)(C)C)cc1S(=O)(=O)NC(=O)c1ccccc1	1535	1727
CSCC[C@H](NC(=O)C1CCCC1)c1nc2ccccc2[nH]1	1430	1581
Cc1cc(N2CCN(C(=O)c3ccco3)CC2)n2nc(-c3cccc(Cl)c3)cc2n1	1641	1887
CC1=CC2=NC(=O)/C(=C\c3ccc(OC(=O)c4ccco4)cc3)C(=N)N2O1	1301	1634
N#C/C(C(=O)N1CCCCC1)=C1/N=C(N)c2ccccc21	1718	1941
COCCCNC(=O)Cn1c(=O)n(CCCCCC(=O)Nc2ccccc2)c(=O)c2sccc21	1573	1790
CC1CN(C(=O)c2ccccc2Oc2ccccc2)CC(C)O1 (stereo unspecified)	1639	1830
Brc1c(NC2=NCCN2)ccc2nccnc12	1558	1679
CC1CCCC(=C\c2ccccc2)/C1=N/O (stereo unspecified)	1676	1762
CC(=O)NS(=O)(=O)c1ccc(N=NN2CCOCC2)cc1	1426	1656
CCC(C)c1ccccc1NC(=O)COC(=O)c1ccc2[nH]c3c(c2c1)CCCC3 (stereo unspecified)	1388	1838
CN(C)CCC=C1c2ccccc2CCc2ccccc21	1709	1871
O=C1c2ccccc2C(=O)C12OC2c1cccc2ccccc12 (stereo unspecified)	1599	1792
O=C1C=CC(=O)N1Nc1ccc(Br)cc1	1394	1590
N#Cc1ccccc1OCC(=O)OCC(=O)N1CCN(C(=O)c2ccco2)CC1	1703	1832
CCOC(=O)c1sc(NC(=O)CSc2nc3ccccc3s2)c(C(=O)OCC)c1C	1466	1526
O=C(CSCc1c[nH]c(=O)[nH]c1=O)OCC(=O)c1ccc(Br)cc1	1566	1814
COc1cccc(N=Nc2c(=O)[nH]n3c(C)cc(C)nc23)c1	1619	1575
CCOC(=O)c1nc(Nc2cccc(C)c2)c2ccccc2n1	1775	1770
O=c1[nH]c2ccccc2s1	1510	1650
Cc1ccc2nc(SCC(=O)NC(=O)NCc3ccco3)[nH]c2c1	1562	1711
O=C1CSC(c2ccccc2Cl)N1 (stereo unspecified)	1751	1959
CN1CCN(C(=O)CSc2nc(-c3ccco3)cc(C(F)(F)F)n2)CC1	1499	1754
CCOc1ccc(N/C(C)=C\C(=O)c2ccc3c(c2)OCCO3)cc1	1564	1834
COc1ccnc(-n2cccc2C#N)c1C#N	1554	1728
COc1cc(/C=N/OCC(=O)NC23CC4CC(CC(C4)C2)C3)ccc1OCc1ccccc1	1423	1944
Cc1ccc2nc(Cl)c(CNCc3ccccc3)cc2c1	1750	1866
Fc1ccccc1COc1ccc(Br)cc1CNCc1cccnc1	1720	1777
CCOc1ccc(CCN2CN(CC)CNC2=S)cc1OCC	1761	1969
COc1ccc(Cc2nnc(N/N=C/c3ccc(O)cc3)[nH]c2=O)cc1OC	1475	1750
Nc1ccc2cn[nH]c2c1	1503	1716
COc1ccc2c(Cl)c(C(=O)N/N=C3\CCCC(=O)C3)sc2c1	1731	1930
Cc1ccc(S(=O)(=O)c2nc(-c3ccco3)oc2NCC2CCCO2)cc1 (stereo unspecified)	1531	1638
S=C1NC2(CCCCC2)Nc2ccccc21	1424	1937
CCN(CC)c1ccc(/C=N/NC(=O)Cc2nnc(NC(=O)Nc3ccccc3)s2)cc1	1759	1606
Cc1ccc(OCC(=O)NCc2cccs2)c([N+](=O)[O-])n1	1779	1779
COc1cccc(-c2cc(N3C(=O)Nc4ccccc4N3O)n[nH]2)c1	1625	1718

Some of the entries above in another layout.
| SMILES | SRC3 TRFRET art | SRC1 TRFRET art |
| --- | --- | --- |
| CCOc1ccc(CCN2CN(CC)CNC2=S)cc1OCC | 1761 | 1969 |
| COc1ccc(Cc2nnc(N/N=C/c3ccc(O)cc3)[nH]c2=O)cc1OC | 1475 | 1750 |
| Nc1ccc2cn[nH]c2c1 | 1503 | 1716 |

New compounds follow:
SMILES	SRC3 TRFRET art	SRC1 TRFRET art
Cc1ccc(C(=O)NCC(=O)N/N=C/c2sccc2C)cc1[N+](=O)[O-]	1609	1849
Cc1ccc(C)c(N2CCN(C(=O)c3ccc(Cn4c(=S)[nH]c5ccc(N6CCOCC6)cc5c4=O)cc3)CC2)c1	3971*	4039*
COC(=O)c1ccc(Oc2coc3cc(OCc4ccc([N+](=O)[O-])cc4)ccc3c2=O)cc1	1793	1999
COc1ccc(OC)c(Cc2nnc(CCC(=O)N3CCCCCC3)o2)c1	1612	2032
CC1CCN(Cc2ccc(-c3nnn(CC(=O)Nc4ccccc4Cl)n3)cc2)CC1	1451	1481
CCOc1cc(CNCc2ccccn2)cc(Cl)c1OC	1496	1740
CCOc1ccc(CCNC(=O)COC(=O)c2ccc(OC)c(OC)c2OC)cc1OCC	1766	2009
CCOc1ccc(N2C(=O)CC(Sc3nc(CC(C)C)ccc3C#N)C2=O)cc1 (stereo unspecified)	1642	1763
Cc1ccc(NC(=O)C2(N3CCC3=O)CCCCC2)cc1	1710	1836
O=C(CSc1nnc(-c2ccncc2)n1Cc1ccccc1)NC1CCCc2ccccc21 (stereo unspecified)	1472	1783
CSc1ccccc1NC(=O)c1ccc(CN2CCOCC2)cc1	1785	1750
CCOC(=O)Cc1c(C)nc2c(-c3ccccc3)cnn2c1C	1492	1849
Cc1n[nH]c(C)c1CCN(C)Cc1cn(C)nc1-c1ccccc1F	1513	1941
Cc1cc(N/N=C/c2c(O)ccc3ccccc23)nc(-c2ccccc2O)n1	1469	1739
Cc1sc2nc(-c3ccccc3)oc(=O)c2c1C	1570	1798
CNC(=O)NC(=O)CSc1nnc(-c2ccc(F)cc2)n1CC1CCCO1 (stereo unspecified)	1897	1888
O=C(NNC(=S)NCc1ccccc1)c1ccc2c(c1)OCO2	1508	1657
CCOc1ccc(-n2c(SCC(=O)NCc3ccco3)nc3c(c2=O)SCC3)cc1	1406	1776
COc1ccc2c(c1)CCC/C2=N\OC(=O)c1ccccc1F	1727	1769
CCCNC(=O)CN1C(=O)NC(Cc2c[nH]c3ccccc23)C1=O (stereo unspecified)	1587	1916

Entries of single compounds from above. Screens in order: SRC3 TRFRET art | SRC1 TRFRET art
Listed for `COc1ccc2c(c1)CCC/C2=N\OC(=O)c1ccccc1F` → 1727 | 1769
Listed for `Cc1sc2nc(-c3ccccc3)oc(=O)c2c1C` → 1570 | 1798
Listed for `CCOC(=O)Cc1c(C)nc2c(-c3ccccc3)cnn2c1C` → 1492 | 1849

Continuation.
SMILES	SRC3 TRFRET art	SRC1 TRFRET art
O=C(NC1CCCCC1)c1ccccc1-c1ccccc1	1614	1533
Cc1cc(Cl)ccc1OCC(=O)n1cc(C(=O)c2cc(Cl)ccc2O)cn1	1647	1908
COC(=O)c1ccc(N2Cc3ccccc3/C2=N\C(=O)Nc2ccccc2)cc1	1674	1467
O=C(CCC(=O)NNC(=O)Cc1ccccc1)NCc1ccccc1	1450	1596
Cn1c(SCC(=O)N2c3ccccc3CCc3ccccc32)nnc1-c1ccc(O)cc1	1669	1661
COc1cccc(C(=O)NNC(=O)Cc2ccc([N+](=O)[O-])cc2)c1	1667	2146
Cc1nnc(Nc2ccc(O)cc2)[nH]c1=O	1659	1890
CCOC(=O)CSc1ccc(C(=O)Nc2ccc(Cl)cc2)cn1	1634	2040
Cc1ccc(-n2c(SCC(=O)c3c(N)n(C)c(=O)n(C)c3=O)nc3sc4c(c3c2=O)CCCC4)c(C)c1	1706	1987
C=CS(=O)c1sc(Cl)c(N2CCOCC2)c1[N+](=O)[O-] (stereo unspecified)	1543	1782
CCOc1ccc(C2C(C(=O)/C=C/c3ccco3)=C(O)C(=O)N2CCN2CCOCC2)cc1OC (stereo unspecified)	1597	1872
COc1ccccc1/C=N/NC(=O)CN(C1=NS(=O)(=O)c2ccccc21)c1ccccc1	1446	1809
O=C(NC(NC(=O)c1ccccc1)c1cccc([N+](=O)[O-])c1)c1ccccc1	1500	1446
CCCC(=O)Nc1cc(C(=O)O)ccc1S(=O)(=O)c1ccc(Cl)cc1	1724	1829
Cc1cccc(NC(=O)CSc2ccc(-c3ccccn3)nn2)c1C	1407	1776
CC(=O)OCC(=O)Nc1ccc(SC(F)F)cc1	1623	1971
CCOc1ccc(N2C(=O)/C(=C/c3cccs3)N(C)C2=S)cc1	1388	1640
Cc1ccc(-n2c(=O)cc(N3CCCCCC3)[nH]c2=O)cc1	1608	1773
COc1cccc(C2c3[nH]c4ccccc4c3CCN2CCCn2cccn2)c1 (stereo unspecified)	1603	1802
C=CCOc1c(Br)cc(/C=N/NC(=O)Cc2ccc(C(F)(F)F)cc2[N+](=O)[O-])cc1OC	1530	1501
COc1ccc(N2CCN(C(=O)CN(C)S(=O)(=O)c3cnc[nH]3)CC2)cc1	1796	1685
COc1ccc(C(=O)/C=C/c2ccc(OC3CSC3)cc2)cc1	1570	1608
S=C(NCc1cccs1)Nc1ccccc1Cl	1697	1688
O=C1NC(=S)N/C1=C/c1cccc([N+](=O)[O-])c1	1737	2162
S=C(Nc1ccc2nccnc2c1)N1CCOCC1	1612	1904
Cn1c(NC(=O)C[n+]2cc(-c3ccc(Cl)cc3)n3c2CCC3)cc(=O)n(C)c1=O	1445	1794
Cc1ccc(-c2nnc(-c3ccccc3)c(-c3ccccc3)n2)cc1	1344	1664
N=C1S/C(=C\c2cccc3ccccc23)C(=O)N1c1ccc(F)cc1	1540	1829
N#C/C(=C\c1ccc(OC(=O)c2cccs2)cc1)c1nc2ccccc2[nH]1	1680	1948
Cc1nc(=O)c(-c2ccccc2)c(C)n1-c1ccccc1O	1448	2080
Cc1cccc(-c2cc3nc(C)cc(C)n3n2)c1	1565	1869
CN1/C(=C\C(=O)CSc2ncn[nH]2)C(C)(C)c2ccccc21	1590	1987
Nc1nc2n(n1)C(c1ccco1)CC(c1ccc(Cl)cc1Cl)N2 (stereo unspecified)	1499	1643
Cc1cccc(C)c1NC(=O)/C(C#N)=C/c1ccsc1	1808	2012
COC(=O)c1ccc2c(=O)[nH]c(CSc3nc(C)cs3)nc2c1	1395	1669
CC12CCC(O)CC1=CCC1C2CCC2(C)C1CCC21CCC(=O)O1 (stereo unspecified)	1496	1607
O=C(OCC(=O)N1CCN(C(=O)c2ccco2)CC1)c1ccccc1OCc1ccc(Cl)cc1	1462	1581
O=C(O)CCC(=O)NNC(=O)COc1cccc(Cl)c1	1544	2114
CCOC(=O)CC(NC(C)=O)c1ccc([N+](=O)[O-])cc1 (stereo unspecified)	1634	1872
Cc1cccc(NC(=O)CSc2ccc(-c3ccc4c(c3)OCO4)nn2)c1C	1723	1715

Grouped by structure, those above with bromine (5)
SMILES	SRC3 TRFRET art	SRC1 TRFRET art
Brc1c(NC2=NCCN2)ccc2nccnc12	1558	1679
O=C1C=CC(=O)N1Nc1ccc(Br)cc1	1394	1590
O=C(CSCc1c[nH]c(=O)[nH]c1=O)OCC(=O)c1ccc(Br)cc1	1566	1814
Fc1ccccc1COc1ccc(Br)cc1CNCc1cccnc1	1720	1777
C=CCOc1c(Br)cc(/C=N/NC(=O)Cc2ccc(C(F)(F)F)cc2[N+](=O)[O-])cc1OC	1530	1501

(next part)
SMILES	SRC3 TRFRET art	SRC1 TRFRET art
CCC(=O)N=c1sc2cc([N+](=O)[O-])ccc2n1CCOC	1689	1773
Fc1ccc(NC(=S)NCCN2CCOCC2)c(F)c1F	1481	2123
CC(C)(C)OC(=O)C(C)(C)O/N=C(\C(=O)O)c1csc(N)n1	1543	1775
Cn1c(N)c(C(=O)COC(=O)C2CC(=O)N(Cc3ccccc3)C2)c(=O)n(C)c1=O (stereo unspecified)	1498	1732
N#Cc1ccc(OCC(O)CS(=O)(=O)c2ccccc2)cc1 (stereo unspecified)	1479	1749
Cc1cccc(N2CCN(C(=O)C3CCN(S(=O)(=O)c4cnc[nH]4)CC3)CC2)c1C	1580	1807
C=CCn1c(C)csc1=Nc1ccccc1C	1645	1861
Cc1cc2cc(C)c(NCCNC(=O)c3ccccc3Cl)nc2cc1C	1399	1728
COc1ccc(C(=O)COC(=O)COc2ccc(C)c(C)c2)cc1	1717	1951
CC(=O)Nc1ncc(Cc2ccc(Cl)cc2Cl)s1	1632	1704
O=C(CCSCCC(=O)NCc1cccs1)NCc1cccs1	1636	1831
CCOC(=O)c1nnn(CC(=O)NC(=O)Nc2ccccc2)c1C(=O)OCC	1513	1674
Cc1cc(=O)[nH]c(SCC(=O)N2CCC(Cc3ccccc3)CC2)n1	1463	1950
CCOC(=O)N1CCN(Cc2nc(-c3cccc(Cl)c3)no2)CC1	1804	1432
O=C(CSCc1ccc([N+](=O)[O-])cc1)Nc1ccc(S(=O)(=O)N2CCCCCC2)cc1	1547	1777
Cc1cccc(NC(=O)C(=O)NCCc2c[nH]c3ccccc23)c1C	1674	1968
C/C(Cn1cnc([N+](=O)[O-])n1)=N\NC(=O)c1ccc(O)cc1O	1543	1738
COc1ccc(O)c(C2=Nc3ccccc3N=C(c3cccs3)C2)c1	1671	1725
C#Cc1ccc([C@H]2C=C(C(=O)OCC=C)O[C@@H](OCC)[C@@H]2CCCO)cc1	1540	1766
CC(OC(=O)c1ccc(Cl)c(S(=O)(=O)N2CCc3ccccc32)c1)C(=O)Nc1ncc(Cl)cc1Cl (stereo unspecified)	1407	1819
CCN(Cc1ccncc1)C(=O)c1cccc(S(=O)(=O)N2CCOCC2)c1	1543	1822
O=C(Nc1nc(-c2cccnc2)cs1)c1ccccc1[N+](=O)[O-]	1521	1852
O=C(COC(=O)c1ccncc1)c1ccc(Cl)c(Cl)c1	1630	1684
Cc1cc(Nc2ccc(Cl)cc2)n2nnnc2n1	1367	1898

These rows are one share of the data; the hit share may differ from the screen's.
